VIM-2 inhibitor – blocks Pseudomonas aeruginosa VIM-2 metallo-beta-lactamase | purified VIM-2, nitrocefin hydrolysis, epi-absorbance fluorescence | hit rate 0.89% among 290,000 | inhibition, % at 5.6 µM;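 active = inhibition above the mean of all tested compounds plus 3 SD, cutoff set per screening run, cut at about 7.5% in these data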;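 also: red hydrolysis product quenches plate fluorescence so inhibitors raise well fluorescence; 0% = enzyme with DMSO and 100% = DMSO without enzyme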
DNA FID counter – displaces DNA intercalator in HCV helicase counter-screen | DNA fluorescent intercalator displacement, fluorescence | inhibition, % at 7.9 µM | hit rate 0.17% among 290,000; in the data active = inhibition above about 37%;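 also: 0% = vehicle and 100% = reference compound; higher means more ethidium bromide displaced from hairpin DNA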
M18AAP inhibitor – PfM18AAP enzyme inhibition. recombinant PfM18AAP, H-Glu-NHMec fluorogenic cleavage. inhibition, % at 7.35 µM. hit rate 1.2% among 290,000. AID 1822;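 active = inhibition above the campaign mean inhibition over all tested compounds plus 3 SD, cut at about 28% in these data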;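 also: 0% = plate median of test compound wells and 100% = 2 mM ZnCl2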
IDE cell activ – IDE (human) activation, cell-based. HEK cells, FAbeta-B cleavage, fluorescence polarization; 0% vehicle, 100% cell-free pure enzyme wells. hit rate 0.073% among 340,000. activation, % at 5.96 µM;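 active = activation above the mean of all tested compounds plus 3 SD, set per screening campaign, cut at about 17% in these data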
NS3 helicase inh – HCV NS3 helicase inhibition | hit rate 0.56% among 290,000 | NS3 helicase DNA unwinding, Cy5 molecular beacon fluorescence | inhibition, % at 10.9 µM;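 active = inhibition above the mean of all tested compounds plus 3 SD, set per campaign, cut at about 35% in these data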;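 also: 0% = DMSO wells and 100% = thioflavine S control wells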
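Assay system: hepatitis C virus NS3 helicase domain fragment enzyme. Also added: annealed dual-labelled DNA beacon duplex, ATP-started. Timing: 1 h reaction at 25 °C, ATP-initiated. Technique: Cy5 fluorescence at 0 and 60 min, beacon hairpin quenching. Evaluation: % inhibition of unwinding. Replication: one well per compound.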
pCIP destab – lowers stability of the mouse p/CIP coactivator protein | Q05BA5 | F442A p/CIP-EGFP cells, EGFP fluorescence, 16 h | decrease of EGFP signal, % at 10 µM | hit rate 0.01% among 290,000 | AID 1984;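 active = EGFP signal decrease of at least 30% at 10 µM or well 3 SD below plate mean, unless failing retest; inactive = the rest, including hits failing retest or dose response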; also: some compounds called inactive have numbers as strong as hits; many of its hits are not listed in these tables
Target sequence (Q05BA5 1-1403): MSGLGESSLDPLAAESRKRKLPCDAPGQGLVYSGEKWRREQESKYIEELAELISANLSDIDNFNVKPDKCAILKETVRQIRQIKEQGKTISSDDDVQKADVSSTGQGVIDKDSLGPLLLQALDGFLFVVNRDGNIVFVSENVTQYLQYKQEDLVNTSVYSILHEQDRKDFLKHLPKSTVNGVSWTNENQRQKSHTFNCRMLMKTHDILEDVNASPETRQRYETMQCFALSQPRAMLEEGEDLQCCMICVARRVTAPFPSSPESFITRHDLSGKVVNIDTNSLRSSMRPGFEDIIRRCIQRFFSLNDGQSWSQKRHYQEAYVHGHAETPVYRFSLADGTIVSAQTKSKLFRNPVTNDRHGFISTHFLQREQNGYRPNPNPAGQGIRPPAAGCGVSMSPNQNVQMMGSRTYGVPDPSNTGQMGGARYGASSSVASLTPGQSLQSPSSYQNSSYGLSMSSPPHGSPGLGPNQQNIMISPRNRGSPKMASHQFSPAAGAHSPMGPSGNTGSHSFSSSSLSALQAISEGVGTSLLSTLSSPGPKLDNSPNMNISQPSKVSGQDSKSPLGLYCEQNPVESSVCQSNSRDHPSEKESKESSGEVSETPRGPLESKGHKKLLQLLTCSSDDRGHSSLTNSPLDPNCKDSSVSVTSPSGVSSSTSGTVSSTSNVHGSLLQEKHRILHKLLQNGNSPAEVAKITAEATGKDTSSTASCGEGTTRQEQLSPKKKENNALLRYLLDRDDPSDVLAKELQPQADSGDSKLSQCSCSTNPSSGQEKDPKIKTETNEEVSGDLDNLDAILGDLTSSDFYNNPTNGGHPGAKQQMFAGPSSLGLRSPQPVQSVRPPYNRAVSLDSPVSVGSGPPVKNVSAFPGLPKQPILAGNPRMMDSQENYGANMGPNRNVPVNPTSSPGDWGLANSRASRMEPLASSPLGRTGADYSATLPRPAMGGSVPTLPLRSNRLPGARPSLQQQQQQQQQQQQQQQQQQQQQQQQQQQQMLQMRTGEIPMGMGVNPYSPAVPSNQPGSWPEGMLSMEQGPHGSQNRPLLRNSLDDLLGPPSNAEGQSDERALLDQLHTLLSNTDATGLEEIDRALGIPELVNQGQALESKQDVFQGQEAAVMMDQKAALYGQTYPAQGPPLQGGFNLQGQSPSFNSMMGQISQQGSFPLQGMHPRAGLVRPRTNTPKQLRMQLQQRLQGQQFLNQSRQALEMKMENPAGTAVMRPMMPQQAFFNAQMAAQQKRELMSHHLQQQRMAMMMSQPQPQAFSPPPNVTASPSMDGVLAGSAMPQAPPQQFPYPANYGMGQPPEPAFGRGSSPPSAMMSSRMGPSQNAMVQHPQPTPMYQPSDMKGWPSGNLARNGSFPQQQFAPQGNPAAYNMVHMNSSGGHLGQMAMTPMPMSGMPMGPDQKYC
IMP-1 inh – blocks Pseudomonas aeruginosa IMP-1 metallo-beta-lactamase. inhibition, % at 5.6 µM. hit rate 0.45% among 290,000. purified IMP-1, nitrocefin hydrolysis, epi-absorbance fluorescence;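 active = inhibition above the mean plus 3 SD of all compounds in the same screening run, cut at about 4.5% in these data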;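 also: 0% = IMP-1 with DMSO and 100% = DMSO wells lacking enzyme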
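Test system: recombinant IMP-1 enzyme, purified / Medium: HEPES buffer pH 7.1 with ZnSO4 and Brij 35 / Doses: single dose, 5.6 µM / Times: 25 °C, 15 min preincubation, 25 min reaction / Detection: Epi-absorbance via hydrolysed-nitrocefin quenching of white-plate fluorescence, 480/530 nm, EDTA stop / Evaluation: percent inhibition from optical density relative to buffer-blank wells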
IDE inh – cellular human IDE inhibition; inhibition, % at 5.59 µM; hit rate 0.41% among 320,000; HEK cells, FAbetaB cleavage, fluorescence polarization; P14735;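 active = percent inhibition above the average of all tested compounds plus 3 SD, set per screening campaign, cut at about 16% in these data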;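 also: IDE supplied by intact live HEK cells; FP after avidin binding of uncleaved biotin substrate so inhibition keeps polarization high; 0% = DMSO wells and 100% = 60 µM reference IDE inhibitor Ii1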
SUMO HTRF inh – blocks human SUMOylation mediated by UBC9; P63279; HTRF SUMOylation assay, SAE1/SAE2 + UBC9, in vitro; inhibition, % at 35 µM; hit rate 0.36% among 290,000; in the data active = inhibition above about 50%, passing the limit was not always enough; also: strong numbers were not always called active
* marks the source's active call; other numbers are inactive results; nt = no result given. The order is random. Share with any hit: about 3.6%.

SMILES | VIM-2 inhibitor | DNA FID counter | M18AAP inhibitor | IDE cell activ | NS3 helicase inh | pCIP destab | IMP-1 inh | IDE inh | SUMO HTRF inh
CCN(CC(=O)NCc1ccc(Cl)cc1)C(=O)CN1C(=O)NC(C)(c2ccccc2)C1=O (stereo unspecified) | -1.8 | -46 | -2 | 4 | -1 | 4 | -2.2 | 2 | 5
O=S(=O)(NCC1CCCO1)c1ccc(S(=O)(=O)N(Cc2ccccc2F)C2CCCCC2)cc1 (stereo unspecified) | -3.0 | -5 | 3 | 3 | -4 | nt | -3.7 | 3 | nt
NC(=O)CSc1nnc(SCc2ccc(F)cc2)s1 | -1.2 | -6 | 0 | 1 | -3 | -13 | -2.7 | 1 | 19
CN(CCOc1ccc(Cl)cc1)C(=O)C1CCN(C(=O)c2ccc(Cl)cc2)CC1 | -1.9 | -52 | -10 | 4 | -9 | -6 | -0.2 | -1 | 0
CCOC(=O)c1sc(C)c2c(=O)n(CCCN3CCOCC3)cnc12 | -0.6 | 1 | 0 | 5 | 0 | 2 | -0.3 | 0 | -1
Cc1cc(NC(=O)COC(=O)c2oc3c(ccc4ccccc43)c2C)no1 | -0.5 | -1 | -3 | -2 | 0 | -10 | -0.9 | 0 | 22
CCN(CC)S(=O)(=O)c1ccc2c(c1)nc(CCC(=O)O)n2C | -1.9 | -3 | 4 | 5 | 1 | -10 | -3.7 | -2 | 0
COc1ccccc1/C(C)=N/NC(=O)c1nnn(-c2nonc2N)c1C(C)C | -0.9 | -36 | 3 | -1 | -9 | 2 | -1.6 | -1 | 1
CN1CCCN(C(=O)c2c(F)cccc2Cl)CC1 | -1.2 | 1 | 5 | 6 | 1 | -4 | -1.1 | 1 | -2
Cc1ccccc1N1CCN(CCCCN2C(=O)C3CCCN3C2=O)CC1 (stereo unspecified) | -1.0 | -3 | -8 | -1 | 3 | -10 | -1.9 | -3 | -4
O=C1CCCC(=O)C1Sc1ccc(Cl)cc1 | -0.4 | -3 | -1 | 3 | 14 | -14 | 0.1 | 8 | 2
CCn1cc(C(=O)N2CC=C(c3ccccc3)CC2)c(=O)c2ccc(C)nc21 | -3.1 | -39 | 6 | 4 | -6 | -2 | -1.9 | 4 | -6
Cc1ccc(C(=O)N/C(=C\c2ccco2)C(=O)NCCCn2ccnc2)cc1 | -2.7 | 3 | 0 | 0 | -2 | -1 | 8.8* | 4 | 9
O=C(COc1nncc2ccccc12)Nc1c(F)c(F)c(F)c(F)c1F | -1.1 | 13 | 3 | 4 | 0 | -11 | -1.9 | 0 | 8
O=[N+]([O-])c1ccccc1CSc1nc2ccccc2o1 | -2.3 | 3 | -1 | 1 | -6 | 2 | -2.7 | -5 | 6
Cc1ccc(S(=O)(=O)N(CCCO)Cc2cc3c(C)ccc(C)c3[nH]c2=O)cc1 | -2.3 | -17 | -3 | 5 | 0 | 10 | -3.3 | 8 | 4
COc1cc(/C=N/NC(=O)c2ccc(CN(C)S(=O)(=O)c3ccc(C)cc3)cc2)ccc1O | -3.0 | -19 | 4 | 2 | -24 | 2 | -3.8 | 7 | 19
c1ccc(-c2cc(CSc3nc4ccccc4[nH]3)on2)cc1 | -2.4 | -5 | 4 | -9 | -2 | -12 | -1.2 | 4 | 3
O=C(Nc1ccccc1-c1ccccc1)C(c1ccccc1)c1ccccc1 | -0.9 | -8 | -2 | 3 | -3 | 1 | -1.6 | -1 | -12
COc1cccc(-c2nn(C)c3sc(C(=O)N4CCOCC4)cc23)c1 | 5.9 | -18 | -16 | 0 | -2 | -14 | -0.8 | 2 | 18

One compound at a time (already shown).
Entry for `CN(CCOc1ccc(Cl)cc1)C(=O)C1CCN(C(=O)c2ccc(Cl)cc2)CC1` → VIM-2 inhibitor = -1.9; DNA FID counter = -52; M18AAP inhibitor = -10; IDE cell activ = 4; NS3 helicase inh = -9; pCIP destab = -6; IMP-1 inh = -0.2; IDE inh = -1; SUMO HTRF inh = 0
Entry for `Cc1ccccc1N1CCN(CCCCN2C(=O)C3CCCN3C2=O)CC1` (stereo unspecified) → VIM-2 inhibitor = -1.0; DNA FID counter = -3; M18AAP inhibitor = -8; IDE cell activ = -1; NS3 helicase inh = 3; pCIP destab = -10; IMP-1 inh = -1.9; IDE inh = -3; SUMO HTRF inh = -4

The listing continues.
SMILES | VIM-2 inhibitor | DNA FID counter | M18AAP inhibitor | IDE cell activ | NS3 helicase inh | pCIP destab | IMP-1 inh | IDE inh | SUMO HTRF inh
Cc1ccc(NC(=O)CSc2nc3ccccc3c(=O)n2CCCC(=O)NCC2CCCO2)cc1 (stereo unspecified) | 0.1 | -41 | -2 | -2 | -16 | 0 | 0.6 | 2 | 12
CC1CCCC(NC(=O)COC(=O)c2ccccc2NC(=O)c2ccco2)C1C (stereo unspecified) | -1.0 | -7 | -4 | 5 | -6 | -6 | -4.4 | -4 | 30
COc1ccccc1N1CCN(C(c2cccs2)C(C)NC(=O)C(=O)N2CCOCC2)CC1 (stereo unspecified) | -2.6 | -30 | 3 | -1 | 0 | -5 | -1.9 | 3 | 18
COC(=O)c1ccc(NC(=O)C2CCCCC2C(=O)O)cc1 (stereo unspecified) | 0.1 | 2 | -2 | 0 | -6 | -4 | -1.5 | 1 | 10
Cc1nn(C)cc1C(=O)Nc1cc(Oc2ccc(Cl)cc2)cc([N+](=O)[O-])c1 | -1.1 | 0 | 0 | 3 | 0 | -4 | -0.3 | 3 | -1
CCn1c(/C=C/c2ccccc2[N+](=O)[O-])nc2ccccc2c1=O | -3.7 | 5 | 4 | 7 | 3 | -5 | -2.0 | 5 | 5
C/C(=C/C#N)Nc1ccc(C)cc1 | -1.4 | 1 | 1 | -1 | -1 | 11 | -1.2 | 9 | 11
Cc1ccc(C(=O)NCCc2n[nH]c(=S)n2C)cc1 | -0.4 | -3 | 4 | 2 | 4 | 6 | -0.9 | 0 | 13
O=C(N/N=C/c1c(F)c(F)c(F)c(F)c1F)c1ccc(Cn2cc(Br)cn2)o1 | -4.2 | -13 | 2 | -3 | -6 | -12 | -2.2 | -1 | 0
C/C(=N\Nc1c(Cl)c(Cl)nc(C(=O)O)c1Cl)c1ccc(O)cc1 | 0.7 | -25 | 31* | 3 | 27 | 0 | -2.1 | 2 | 13
Cc1ccc(C(=O)O)cc1S(=O)(=O)NCC1CCCO1 (stereo unspecified) | -1.9 | 0 | -12 | 10 | -12 | 1 | -1.5 | -1 | -1
O=C(NCCc1ccc(Cl)cc1)c1ccc2nc[nH]c2c1 | 1.8 | -1 | -2 | 1 | 13 | 9 | 2.4 | -2 | 19
CN1CCN(C(=O)/C=C/c2ccc(C#N)cc2)CC1 | 0.1 | -2 | -13 | 1 | 12 | -15 | -1.6 | -1 | 25
COc1cccc(-c2cc(C(=O)NC3CCCC3)no2)c1 | -3.3 | -21 | 10 | -3 | -4 | -23 | -2.0 | 1 | 17
O=C(CSc1ccc(F)cc1)Nc1ccc2c(c1)C(=O)NC2=O | -0.3 | 4 | 0 | 2 | 1 | -10 | -2.1 | -3 | -1
CNC(=S)N/N=C/c1c(C(=O)OC)cnn1-c1ccc(F)cc1F | -3.5 | -14 | 1 | 5 | -3 | 1 | -3.3 | -1 | 4
CCOC(=O)c1ccc(NC(=O)c2nc[nH]c2C(=O)NC2CCN(C(=O)OC(C)(C)C)CC2)cc1 | nt | nt | nt | 7 | nt | -13 | nt | 1 | 13
CCOc1ccc(Br)cc1S(=O)(=O)N1CCSC1 | 0.0 | -12 | -2 | -4 | 0 | -6 | -3.7 | nt | -6
CC(=O)c1ccc(NC(=O)CSc2nc3nc(C)cc(C)n3n2)cc1 | -3.5 | -1 | 5 | 5 | -3 | -11 | -3.2 | 2 | 18
COC(=O)[C@H](CCSC)NC(=O)Nc1ccc(OC)cc1 | -4.1 | 4 | -4 | 4 | -23 | -13 | -2.0 | 5 | 3
C=CCOc1ccccc1/C=N/NC(=O)c1ccc(Cl)cc1Cl | -4.3 | -11 | -1 | 2 | -2 | -16 | -3.4 | -5 | 4
CCCC(O)(c1ccc(Cl)cc1)C(CN1CCOCC1)c1ccccc1 (stereo unspecified) | -4.2 | -10 | -4 | 7 | -9 | -3 | -1.3 | 3 | -4
CC(=O)NNC(=O)c1cc2sccc2s1 | 0.0 | 0 | -9 | -4 | -5 | -6 | 0.1 | -4 | 4
CCn1c(C)nc2cc(S(=O)(=O)C(F)F)ccc21 | 0.2 | -2 | -6 | 6 | 3 | 2 | -2.6 | 6 | -8
c1ccc2c(c1)oc1c(Nc3ccc(CN4CCOCC4)cc3)ncnc12 | 15* | 5 | 5 | 0 | -16 | -20 | -0.6 | 1 | 34
Cc1noc(C)c1S(=O)(=O)N(CCc1ccccc1)Cc1ccccc1 | -4.8 | -17 | -10 | 3 | -4 | -1 | -5.2 | -2 | -9
O=C(NCCc1cnn(-c2ccccc2)c1)c1cc(COc2c(F)cccc2F)on1 | -3.8 | -24 | 0 | -3 | -13 | -4 | -0.5 | 12 | 7
Cc1ccc(OCc2ccc(C(=O)O)o2)cc1C | 0.9 | -4 | -8 | 1 | 0 | 1 | 0.1 | nt | 5
Cc1ccc(C)c(NC(=S)NCCN(C2CCCCC2)C2CCCC2)c1 | -2.0 | 15 | -1 | 3 | -26 | -12 | -1.7 | 2 | 5
Cc1ccc(NC(=O)Cc2c[nH]c3ccccc23)cc1S(=O)(=O)N1CCCCCC1 | -2.4 | -12 | -3 | 2 | -4 | -2 | -1.4 | 5 | -19
COc1ccccc1CN(Cc1nc2ccccc2c(=O)[nH]1)C(=O)Nc1ccccc1C | -1.5 | -15 | -9 | -1 | -3 | -14 | -0.4 | -3 | 21
CCOC(=O)N1CCN(C(=O)N2CCOCC2)CC1 | -0.3 | 2 | 2 | 4 | 4 | -2 | -2.1 | 6 | 1
Cc1ccc(CNC(=O)Nc2ccccc2)c(C)c1 | 0.3 | -12 | -6 | 2 | -9 | -11 | -2.8 | -3 | 20
NC(=O)N1CCN(C(=O)c2ccco2)CC1 | -0.3 | -3 | -4 | 5 | 4 | -6 | -2.6 | 1 | 18
COc1ccc(C(=O)NCCc2nnc3ccc(SCC(=O)N4CCCCC4)nn23)cc1 | -0.2 | -31 | 0 | -1 | -10 | 4 | 1.0 | -2 | 8
Cc1ccc(/C=N/NC(=O)c2cccc(NC(=O)c3ccccc3C)c2)o1 | -2.9 | -20 | 9 | 3 | 2 | 7 | -2.5 | 6 | -6
Cc1ccc(-n2c(SCC(N)=O)nnc2-c2ccccn2)cc1C | -0.3 | -14 | -6 | 2 | 2 | 16 | -2.3 | -8 | 21
Fc1cccc(/C=N/Nc2ccc(Cl)nn2)c1 | -2.2 | -8 | 9 | 2 | 7 | -17 | -3.1 | 3 | 26
Nc1nccc(-c2nn(-c3ccc(Cl)cc3)ccc2=O)n1 | 0.9 | -7 | -13 | 0 | -5 | -8 | -1.0 | 2 | 40
CCCCn1c(N)c(N(CCOC)C(=O)C2CCN(S(=O)(=O)c3ccc(Cl)cc3)CC2)c(=O)[nH]c1=O | -0.3 | -38 | -8 | -3 | 10 | -1 | -0.5 | 1 | 9
COc1ccc(/C=C2\C(=O)N(c3c(Cl)cc(Cl)cc3Cl)N=C2NC(=O)c2cccc([N+](=O)[O-])c2)cc1 | -2.7 | -6 | 4 | -1 | 16 | 3 | -1.5 | -1 | 13
